Screening data: PubChem, several laboratories
LMPTP block = blocks human LMPTP phosphatase. P24666. recombinant LMPTP-A, OMFP fluorogenic substrate, fluorescence intensity. inhibition, % at 20 µM. 360,000 compounds, 0.22% hits. AID 651560;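 active means compounds that cut the enzyme signal by at least half of the control window in the single-dose screen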;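 further: plate controls were DMSO wells with enzyme plus substrate for no effect and substrate without enzyme for full effect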
Target sequence (P24666 whole entry, looked up): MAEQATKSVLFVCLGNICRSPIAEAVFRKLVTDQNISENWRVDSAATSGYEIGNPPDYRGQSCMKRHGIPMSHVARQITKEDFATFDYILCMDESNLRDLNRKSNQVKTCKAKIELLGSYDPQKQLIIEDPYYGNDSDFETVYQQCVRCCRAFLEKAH
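Test system: LMPTP-A phosphatase enzyme. Amount: LMPTP-A at 0.625 nM final in the reaction. Reagent: OMFP substrate, 400 µM final. Times: 50 min at room temperature. Signal: endpoint fluorescence intensity from OMFP dephosphorylation. Read-out basis: % inhibition. Benchmarks: no-enzyme and uninhibited controls.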
Rpn11 inh = Rpn11 (human) deubiquitinase inhibition | 360,000 compounds, 0.59% hits | calls only at 20 µM | human 26S proteasome, Ub4-pepOG fluorescence polarization; 20S core pre-blocked with epoxomicin | O00487;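 active means inhibition at 20 µM, scaled to each plate's controls, above about 33%, limit read from the data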
NadD block = blocks S. aureus nicotinate mononucleotide adenylyltransferase; AID 602399; 360,000 compounds, 0.78% hits; purified NadD enzyme, colorimetric absorbance read-out; inhibition, % at 20 µM; in the data active means inhibition above about 26%; further: some compounds past the cut are filed as inactive
SUMO1 PPI mod = modulators of human SUMO1-mediated protein-protein interactions | P63165 | SUMO1 binding to a labelled peptide, TR-FRET, 1 h | inhibition, % at 20 µM | 360,000 compounds, 0.33% hits | AID 602429; in the data active means inhibition above about 37%
Target sequence (P63165 whole entry, looked up): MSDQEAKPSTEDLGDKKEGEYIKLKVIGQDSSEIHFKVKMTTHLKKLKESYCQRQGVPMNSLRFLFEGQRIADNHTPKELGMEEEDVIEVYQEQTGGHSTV
STEP inh = blocks human striatal-enriched tyrosine phosphatase; recombinant STEP, OMFP fluorogenic substrate, fluorescence; 360,000 compounds, 0.25% hits; inhibition, % at 20 µM; P54829;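 active means inhibition at 20 µM, scaled per plate between control wells, above about 37%, limit read from the data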;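 further: 0% = DMSO with enzyme and substrate and 100% = substrate only without enzyme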
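Assay system: isolated STEP enzyme. Buffer or medium: pH 6.0 Bis-Tris with DTT and Tween 20. Also added: fluorogenic phosphatase substrate OMFP at 25 µM final. Dosing: 20 µM, 1% DMSO. Timing: 20 min reaction, room temperature, in the dark. Measured by: fluorescence intensity, excitation 480 nm, emission 540 nm. Evaluation: normalized % inhibition.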
Scp-1 inhibitor = inhibitors of human Scp-1 phosphatase | Q9GZU7 | Recombinant Scp1, phosphopeptide, malachite green phosphate absorbance | inhibition, % at 20 µM | 340,000 compounds, 0.88% hits;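 active means inhibition above about 50% at 20 µM, limit read from the data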;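 further: plate controls were DMSO wells with enzyme for no effect and wells lacking enzyme for full effect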
Target sequence (Q9GZU7 76-261 limits assumed): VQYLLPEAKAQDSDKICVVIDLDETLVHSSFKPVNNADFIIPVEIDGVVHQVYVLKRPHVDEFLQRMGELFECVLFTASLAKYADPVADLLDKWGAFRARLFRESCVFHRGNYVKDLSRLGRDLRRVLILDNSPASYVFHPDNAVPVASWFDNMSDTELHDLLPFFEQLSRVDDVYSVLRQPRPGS
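Test system: SCP-1 phosphatase catalytic domain, residues 76-261; measured by: colorimetric phosphate reagent with accelerator and stabiliser, absorbance at 630 nm; timing: enzyme reaction 45 min at room temperature, colour 5 min, stabilisation 30 min; also added: Phosphorylated 17-residue peptide substrate; compound dosing: one concentration, 20 µM, with 1.0% DMSO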
CSN inh = blocks human CSN-mediated cullin deneddylation. Q92905. Purified CSN, SCF-Nedd8-OG deneddylation, fluorescence polarization. inhibition, % at 12.5 µM. 360,000 compounds, 0.38% hits. AID 651999;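 active means pattern-corrected inhibition above about 35%, with an unprinted fluorescence ratio check between 0.5 and 1.5, limit read from the data, passing the limit was not always enough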;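 further: 0% = enzyme with substrate and 100% = substrate without enzyme; some results filed as inactive read as strong as hits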
Target sequence (Q92905 whole entry, looked up, one chain of several): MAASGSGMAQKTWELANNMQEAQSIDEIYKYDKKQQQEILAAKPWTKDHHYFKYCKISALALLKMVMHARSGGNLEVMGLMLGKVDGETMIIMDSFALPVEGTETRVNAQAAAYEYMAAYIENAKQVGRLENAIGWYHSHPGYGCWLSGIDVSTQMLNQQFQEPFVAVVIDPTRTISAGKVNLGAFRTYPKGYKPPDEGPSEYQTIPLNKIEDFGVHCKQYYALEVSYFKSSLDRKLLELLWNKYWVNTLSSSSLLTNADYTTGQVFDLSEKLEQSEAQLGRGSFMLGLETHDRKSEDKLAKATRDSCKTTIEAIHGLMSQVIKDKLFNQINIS
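Schedule: reaction 90 min, room temperature / Assay system: HEK293T-derived human Csn5 enzyme / Input: Csn5 at 0.24 nM final / Measure: inhibition of Csn5 cleavage, % / Control set: substrate-only high control, full reaction low control / Technique: fluorescence polarization of the substrate / Buffer or medium: Tris/NaCl/DTT buffer, pH 7.5 / Reagent: SCFSkp2-Nedd8OG substrate at 10 nM final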
MsrA inhibitor = bovine MsrA inhibition. purified bovine MsrA, absorbance read-out. inhibition, % at 15.5 µM. 360,000 compounds, 0.75% hits; in the data active means inhibition above about 4.5%;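 further: 0% = vehicle wells with enzyme and 100% = reference inhibitor wells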
DNMT1 inh = DNMT1 (human) enzyme inhibition; DNMT1 molecular beacon, Hinp1I cleavage, fluorescence; inhibition (reported as % activation of signal), % at 10 µM; P26358; 360,000 compounds, 0.83% hits; in the data active means inhibition above about 50%
Tb MetRS inh = blocks T. brucei methionyl-tRNA synthetase activity | purified T. brucei MetRS, ATP depletion, Kinase-Glo luminescence | inhibition, % at 11.9 µM | 360,000 compounds, 0.4% hits;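 active means inhibition above a per-plate cutoff of the control wells' mean inhibition plus 3 SD, cut at about 5.5% in these data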;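 further: 0% = DMSO wells median and 100% = median of wells with control inhibitor compound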
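Assay system: T. brucei methionyl-tRNA synthetase, purified | Medium: HEPES buffer with MgCl2, KCl, DTT, spermine, BSA, pyrophosphatase | Compound: 11.9 µM single point | Incubation: 15 min enzyme-compound preincubation, 2 h reaction, 10 min detection, 25 °C | Measured by: Kinase-Glo luciferase luminescence reporting remaining unconsumed ATP | Measure: % inhibition normalized to control-well medians | Replication: Singlicate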
* marks the source's active call; other numbers are inactive results; i = inactive; x = not tested or not shown.

smiles	LMPTP block	Rpn11 inh	NadD block	SUMO1 PPI mod	STEP inh	Scp-1 inhibitor	CSN inh	MsrA inhibitor	DNMT1 inh	Tb MetRS inh
COc1ccc(S(=O)(=O)N2C3CCC2CC(NC(=O)C2CC2)C3)cc1 (centres undefined)	-1.4	i	-3	-7	0	-11	3	-0.4	1	0.1
NC(=O)CSc1nnc(-c2ccccn2)n1N	-1.6	i	4	-3	0	-11	0	-0.5	1	0.2
Nc1oc2ccccc2c1C(=O)Cc1ccccc1O[C@@H]1O[C@H](CO)[C@@H](O)[C@H](O)[C@H]1O	-0.8	i	-1	7	-2	-7	3	0.1	2	0.1
COc1ccc(-c2csc3ncnc(N4CCN(CCO)CC4)c23)cc1	-0.3	i	-11	4	0	-12	-3	0.6	-3	-1.3
CC(=O)Nc1ccc(S(=O)(=O)N(C)CC(=O)OC(C)C(=O)N(C)Cc2ccccc2)cc1 (centres undefined)	-1.8	i	-2	3	0	-7	-1	0.5	-1	-0.1
COc1cccc(N2CCN(c3ncnc4c3[nH]c3ccc(F)cc34)CC2C)c1 (centres undefined)	2.8	i	0	14	8	0	4	1.4	-6	8.5*
O=C(CCCc1ccccc1)c1ccc2c(c1)OCCO2	1.8	i	-4	-3	2	-7	-1	-0.5	-3	0.4
CCN(CC)c1ccc(CNC(=O)C/C(C)=N/NC(=O)COc2ccc(C)cc2Br)cc1	0.5	i	4	1	0	1	-3	0.3	-1	-0.5
CC(C)(C)OC(=O)C[C@@H]1C/C=C\C[C@H](CC(=O)N[C@H](CO)Cc2ccccc2)C(=O)N[C@@H](Cc2c[nH]c3ccccc23)COC1=O	0.9	i	13	1	0	1	7	0.4	-23	-0.1
O=C(Cc1ccc(Cl)cc1)Nc1ccccn1	0.1	i	-2	4	-6	-1	4	0.7	-1	-0.1
COc1cccc(C2c3[nH]c4ccccc4c3CCN2Cc2cccn2-c2ncccn2)c1 (centres undefined)	2.8	i	9	-3	4	5	1	1.5	-5	-0.3
CC1C(c2ccccc2)N(C)C(c2ccccc2)CC1(O)c1ccc(F)cc1 (centres undefined)	0.8	i	-3	1	-2	-7	116	0.8	-7	0.3
CC1(C)CN(c2cccc(C#N)c2)C1=O	-0.7	i	-6	0	0	-2	-16	-0.2	-5	0.2
CCOc1ccc(NCc2cccn2-c2nnc(N3CCC(C(=O)NCCCN4CC(C)CC(C)C4)CC3)s2)cc1 (centres undefined)	0.6	i	-1	-7	4	3	-4	-0.2	-5	0.5
COc1ccc(CC(=O)N2CCN=C2SC)cc1OC	-2.2	i	1	10	0	-9	12	-1.7	-4	-0.2
CS/C(N)=N/N=C/c1cc(C)ccc1O	0.0	i	0	-7	-2	-8	-4	1.8	0	-0.9
Fc1nc(N2CCCC2)c(F)c(Oc2ccccc2Oc2c(F)c(F)nc(N3CCCC3)c2F)c1F	1.0	i	5	-1	2	-13	-1	-0.4	4	-0.3
CN1CCN(CCNC(=O)c2cc3c(=O)n(C)c4ccccc4c3n2C)CC1	-1.3	i	-8	2	2	-4	2	-0.8	4	-0.9
Cn1c(SCC(=O)c2ccc(F)cc2)nnc1-c1cnccn1	-1.7	i	-2	2	-3	-5	2	-0.5	-1	-0.5
COc1ccc(-c2noc(CCCC(=O)Nc3ccc(C(N)=O)cc3)n2)cc1	-0.8	i	-2	0	1	10	3	-0.1	1	0.3
Cc1cccc(C)c1NC(=O)Cn1cnc2c(=O)n(C)c(=O)n(C)c21	-1.1	i	-2	2	2	-5	-4	0.2	4	0.3
C/C(=N\NC(=O)c1ccncc1)c1ccc(N2CCOCC2)cc1	0.0	i	-5	-6	-3	4	4	2.7	-3	-0.5
COCc1ccc(C(=O)N2CCCCC2C(=O)Nc2ccc(-n3nc(C)cc3C)cc2)o1 (centres undefined)	-1.0	i	-2	-3	2	-5	1	0.3	1	-0.2
O=C(NCCOc1ccc(Cl)cc1)C(=O)NCC1CCCO1 (centres undefined)	-1.2	i	-4	3	-3	-8	2	-1.1	-2	0.5
COC(=O)C1CCN(CC(=O)Nc2sc3c(c2C#N)CCC3)CC1	-0.8	i	-3	1	-5	-11	6	0.6	1	-1.6
CC1CN(C(=O)c2ccccc2Nc2ccc(SC(F)F)cc2)CC(C)O1 (centres undefined)	0.1	i	-3	0	-2	-9	6	-0.4	-2	0.3
CCN(CCn1cccn1)C(=O)c1cc(COc2cccc3cccnc23)on1	-0.3	i	-2	0	8	6	2	-0.6	-1	-0.1
O=C(O)c1ccc(Cl)c(S(=O)(=O)N2CCCCCC2)c1	-1.7	i	-3	2	-2	2	-1	1.1	1	-0.6
O=C(Cn1cnc2c(nnn2Cc2ccc(F)cc2)c1=O)N1CCCc2ccccc21	-0.8	i	-5	2	-1	-11	4	1.3	0	-0.5
COc1ccc(Cl)cc1C(=O)OCC(=O)c1c(N)n(C)c(=O)n(C)c1=O	0.2	i	0	5	-1	x	1	0.0	3	-0.3
C=CCN1C(=O)[C@@H]2Cc3c([nH]c4ccccc34)C(c3cc(OC)c(OC)c(OC)c3)N2C1=S (some centres undefined)	-0.6	x	3	-2	-4	5	24	-0.3	2	0.1
Nc1nnc(SCC(=O)Nc2ccc(S(=O)(=O)N3CCOCC3)cc2)s1	-0.4	i	2	1	-1	-5	6	x	-1	-0.5
CC(C)=C(NC(=O)c1ccccc1)C(=O)Nc1ccc(C(=O)O)cc1	-0.5	i	-6	1	0	-12	-3	1.8	0	-0.9
CC(=O)N1N=C(c2ccc3nccnc3c2)CC1c1ccccc1 (centres undefined)	-0.2	i	-4	-6	2	-1	-1	2.7	0	-0.1
CN(Cc1ccco1)C(=O)[C@H](Cc1ccccc1)NC(=O)CC[C@H]1O[C@@H](n2ccc(=O)[nH]c2=O)[C@H](O)[C@@H]1O	-0.6	i	-7	6	-3	x	-3	0.5	8	-0.8
O=C(Nc1ccc(Cc2ccncc2)cc1)c1cc([N+](=O)[O-])ccc1N1CCOCC1	1.8	i	-2	-30	-1	-9	-5	0.6	-7	0.2
Cc1ccc(-c2nc3c(c(=O)[nH]c(=O)n3Cc3ccccc3)n2Cc2ccccc2)o1	1.9	i	21	-1	5	-3	-1	1.3	6	-0.5
COc1ccc(CNC(=O)CC2Sc3ccccc3NC2=O)cc1 (centres undefined)	-0.2	i	-4	-5	-3	-6	-5	0.5	2	-0.6
CC(C)Cc1ccc(C2=CSC3=NCCN23)cc1	-2.6	i	-2	-7	1	-7	3	-1.6	-3	-0.3
Cc1cc(C)cc(NC(=S)N(Cc2cccc(Br)c2)CC2CCC(C(=O)O)CC2)c1 (centres undefined)	-1.5	i	6	0	0	-9	-6	-0.3	2	0.3
CCOC(=O)c1c(NC(=O)Nc2ccc(F)cc2)sc2c1CCN(C)C2	0.3	i	7	3	-3	-10	4	-1.1	-1	0.1
CC(C)(C)OC(=O)N[C@@H](Cc1ccccc1)C(=O)N[C@@H](CO)[C@H](O)[C@@H]1C[C@@H]1C(=O)NC1CC1	-1.0	i	3	3	0	-8	-1	-0.4	1	-0.2
CCOC(=O)c1c(C)[nH]c2ccc(O)cc12	0.0	i	-2	0	2	-15	-3	0.6	-3	-0.3
COCCNC(=O)C1(C)CCN(C(=O)c2nc(C)oc2C)C1 (centres undefined)	-0.3	i	6	-6	-1	x	-5	-0.2	5	-0.1
COCCNc1nnc(SCC(=O)NNC(=O)c2ccco2)s1	-1.6	i	-4	2	1	-11	-2	0.6	6	-0.1
O=C(NCc1ccco1)C(c1ccc(F)cc1)N(Cc1cccnc1)C(=O)Cn1nnc2ccccc21 (centres undefined)	-2.9	i	6	2	-2	-3	-5	0.4	0	-1.3
C=CCNC(=O)CC(=O)N/N=C/c1ccc(C(=O)OC)cc1	-1.3	i	0	-10	2	5	-1	2.2	0	-1.2
CCN(CC)c1ccc(NC(=O)c2ccc(NC(=O)C3CCCO3)cc2)c(C)c1 (centres undefined)	0.0	i	-2	0	-2	-2	-2	0.6	-5	-0.1
CCCCNC(=O)C1CCCN1C(=O)Nc1ccccc1 (centres undefined)	-1.9	i	-2	-2	-1	-5	-1	-0.3	0	-0.5
Cc1c(C(=O)N/N=C/c2ccc(-c3ccccc3[N+](=O)[O-])o2)sc(N)c1C#N	3.0	i	36*	16	3	-6	-4	0.9	-18	0.6
CCOC(=O)c1ccc(CNC(=O)C(Cc2c[nH]c3ccccc23)NC(C)=O)o1 (centres undefined)	-0.9	i	-2	2	-2	0	-2	0.9	11	-0.6
Cc1cccc(-c2sc(Nc3ccccc3)n[n+]2-c2ccccc2)c1	-0.5	i	15	4	3	7	3	0.4	2	0.2
O=C(Nc1ccccc1N1CCCC1)c1ccc(F)c(S(=O)(=O)N2CCOCC2)c1	0.1	i	-1	0	-1	-2	0	-0.4	1	-0.3
Fc1ccc(-c2nnc3ccc(N4CCc5ccccc5C4)nn23)cc1	0.0	i	4	2	2	-7	3	1.1	-7	0.1
Cc1ccc(OCC(=O)Nc2ccc(-c3nnc(-c4ccco4)o3)cc2)cc1	46	i	-1	-1	7	10	11	0.8	56*	-1.5
COc1ccccc1CNC(=O)c1cc2ccccc2oc1=O	-0.7	i	2	-32	-1	-11	2	0.9	0	0.6
CC1CN(Cc2ccccc2)C(=S)NC1=O (centres undefined)	-1.8	i	-1	3	0	3	-5	-0.6	2	-0.3
NNC(=O)c1nnn(-c2nonc2N)c1CN1CCc2ccccc2C1	0.9	i	1	-5	-2	1	2	-0.5	-7	-0.5

Three of the entries above in order of their number in CSN inh, rising:
Structure	LMPTP block	Rpn11 inh	NadD block	SUMO1 PPI mod	Scp-1 inhibitor	CSN inh	MsrA inhibitor	DNMT1 inh
Cc1cccc(C)c1NC(=O)Cn1cnc2c(=O)n(C)c(=O)n(C)c21	-1.1	i	-2	2	-5	-4	0.2	4
Cc1ccc(-c2nc3c(c(=O)[nH]c(=O)n3Cc3ccccc3)n2Cc2ccccc2)o1	1.9	i	21	-1	-3	-1	1.3	6
Cc1cccc(-c2sc(Nc3ccccc3)n[n+]2-c2ccccc2)c1	-0.5	i	15	4	7	3	0.4	2
